# M5 antag: antagonists of human muscarinic M5 receptor (CHRM5); CHO-hM5 cells, Fluo-8 calcium fluorescence, ACh EC80; 360,000 compounds, 0.59% hits; AID 624040; inhibition, % at 3 µM;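 active = inhibition above a per-plate cutoff, the mean of that plate's test compounds plus 3 SD, cut at about 27% in these data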;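 note: 0% = acetylcholine EC80 with DMSO and 100% = DMSO without agonist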
# Target sequence (P08912 whole entry, looked up): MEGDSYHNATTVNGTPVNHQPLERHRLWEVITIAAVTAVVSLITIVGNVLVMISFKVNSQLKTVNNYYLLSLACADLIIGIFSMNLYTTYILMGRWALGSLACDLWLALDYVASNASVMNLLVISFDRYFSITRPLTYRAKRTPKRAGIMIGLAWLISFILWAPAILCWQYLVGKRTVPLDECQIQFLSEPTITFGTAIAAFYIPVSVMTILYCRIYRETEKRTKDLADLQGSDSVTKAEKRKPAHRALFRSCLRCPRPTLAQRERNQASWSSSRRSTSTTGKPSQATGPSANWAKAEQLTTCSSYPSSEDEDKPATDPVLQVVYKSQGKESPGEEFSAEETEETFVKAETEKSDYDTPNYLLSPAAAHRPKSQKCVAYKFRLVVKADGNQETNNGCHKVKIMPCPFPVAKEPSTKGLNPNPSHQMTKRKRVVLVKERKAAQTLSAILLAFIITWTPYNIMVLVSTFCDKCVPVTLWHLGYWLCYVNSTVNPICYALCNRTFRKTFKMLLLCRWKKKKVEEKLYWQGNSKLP
# CHRM4 antagonist: blocks acetylcholine activation of human M4 receptor; CHO-hM4 cells, ACh EC80, Fluo-8 calcium fluorescence; inhibition, % at 3 µM; 360,000 compounds, 0.73% hits; AID 624125;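 active = inhibition above its plate's cutoff, the mean inhibition of sample wells plus 3 SD, cut at about 27% in these data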;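 note: 0% = acetylcholine EC80 with DMSO and 100% = DMSO without agonist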
# M4 ag: agonists of human muscarinic M4 receptor (CHRM4). CHO-K1 hM4/Gqi5, Fluo-8 calcium fluorescence; vehicle 0%, full acetylcholine response 100%. activation, % at 3 µM. 360,000 compounds, 0.14% hits;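 active = activation above the run mean over all test wells plus 3 SD, cut at about 32% in these data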;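 note: peak over basal fluorescence ratio per well then scaled between controls; 0% = DMSO wells and 100% = acetylcholine at EC100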
# CHRM1 antagonist: antagonists of human M1 muscarinic receptor; CHO-K1 hM1, Fluo-8 calcium fluorescence, ACh EC80 antagonist; P11229; inhibition, % at 3 µM; AID 588852; 360,000 compounds, 1.3% hits;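 active = percent inhibition above its own plate's cutoff, namely the mean of that plate's compound wells plus 3 SD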;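 note: peak over basal fluorescence ratio during 140 s after agonist addition; 0% = ACh EC80 plus DMSO and 100% = DMSO alone without agonist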
# Target sequence (P11229 whole entry, looked up): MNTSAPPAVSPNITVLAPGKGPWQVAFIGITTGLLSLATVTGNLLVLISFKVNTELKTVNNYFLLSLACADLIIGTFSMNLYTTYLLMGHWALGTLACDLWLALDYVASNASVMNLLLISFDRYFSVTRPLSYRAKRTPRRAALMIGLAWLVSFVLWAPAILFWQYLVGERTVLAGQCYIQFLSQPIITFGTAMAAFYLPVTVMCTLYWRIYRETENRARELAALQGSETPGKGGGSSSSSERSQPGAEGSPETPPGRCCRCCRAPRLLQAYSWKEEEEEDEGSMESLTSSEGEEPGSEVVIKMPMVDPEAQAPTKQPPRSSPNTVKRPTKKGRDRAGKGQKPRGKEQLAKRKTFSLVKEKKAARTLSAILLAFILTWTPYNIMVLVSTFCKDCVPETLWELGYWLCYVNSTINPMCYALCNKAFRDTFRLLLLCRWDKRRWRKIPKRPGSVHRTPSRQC
# M1 ag: activates human CHRM1 receptor; 360,000 compounds, 0.33% hits; P11229; activation, % at 3 µM; AID 588814; CHO-K1 hM1, Fluo-8 calcium fluorescence, agonist mode; 0% DMSO, 100% acetylcholine EC100;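 active = activation above the run's mean compound activation plus 3 SD, cut at about 16% in these data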;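 note: peak over basal fluorescence ratio within a 140 s kinetic read after compound addition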
# M5 ag: agonists of human muscarinic M5 receptor (CHRM5) | CHO-K1 hM5 cells, Fluo-8 calcium fluorescence; 0% DMSO wells, 100% maximal acetylcholine response | activation, % at 3 µM | 360,000 compounds, 0.19% hits;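 active = activation above the run's mean over test compounds plus 3 SD, cut at about 23% in these data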;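 note: signal is peak over basal fluorescence ratio across the kinetic read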
# CHRM1 PAM: positive allosteric modulators of human M1 muscarinic receptor; P11229; CHO-K1 hM1, Fluo-8 calcium fluorescence, ACh EC20; 0% = ACh EC20, 100% = maximal ACh; activation, % at 3 µM; 360,000 compounds, 0.088% hits; in the data active = activation above about 19%, passing the limit was not always enough
# TAAR1 agonist: human TAAR1 agonism. Q96RJ0. CHO RD-HGA16 TAAR1, Fluo-8 calcium fluorescence; vehicle wells 0%, saturating PEA agonist 100%. activation, % at 3 µM. 360,000 compounds, 0.99% hits;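 active = activation above the mean activation of all test compounds in the run plus 3 SD, cut at about 38% in these data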
#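 System: CHO-derived RD-HGA16 cells with stable Gα16 and human TAAR1 / Times: 17-24 h plating, Fluo-8 75 min 37 °C, 30 min RT / Technique: calcium-sensitive Fluo-8 signal, excitation 470-495, emission 515-575 nm / Measure: % activation relative to PEA EC100 response / Benchmarks: DMSO and PEA EC100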
# M5 PAM: CHRM5 positive allosteric modulation | 360,000 compounds, 0.3% hits | activation, % at 3 µM | CHO-K1 hM5, Fluo-8 calcium, ACh EC20 PAM; 0% = ACh EC20, 100% = ACh EC100 | P08912;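 active = activation above the run cutoff, the mean activation of all test compounds plus 3 SD, cut at about 18% in these data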
#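 System: CHO-K1 cell line with stable human muscarinic M5 receptor expression | Also added: EC20 acetylcholine as agonist stimulus | Compound: One concentration, 3 µM final (nominal) | Timing: Fluo-8 loading 80 min at 37 °C plus 30 min room temperature | Measured by: Fluo-8 calcium dye fluorescence, kinetic read | Read-out basis: % activation, ACh-normalized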
# Numbers without * were called inactive; · = not tested or not shown. This is a subset; count on the stated rates, not on these rows.
SMILES,M5 antag,CHRM4 antagonist,M4 ag,CHRM1 antagonist,M1 ag,M5 ag,CHRM1 PAM,TAAR1 agonist,M5 PAM
COc1cc(/C=N/NP(=S)(c2ccccc2)c2ccccc2)ccc1O,-10,1,-1,-5,-4,-5,6,2,9
O=[N+]([O-])c1ccc(NCCCN2CCOCC2)c2ncccc12,6,-1,1,20,-5,-8,-8,7,-3
CC(=O)O[C@@H]1CC[C@]2(C)C3CC[C@]4(C)C(=O)[C@H](O)CC4C3[C@@H](OC(C)=O)C[C@H]2C1 (stereo partly drawn),6,7,0,-16,-4,-1,4,1,2
CNC(=O)Oc1cccc2c1OC(C)(C)O2,0,5,0,6,0,5,8,1,8
c1ccc(-c2ccc3c(c2)CNCc2cnnn2-3)cc1,-1,-1,2,-2,-11,1,1,0,0
CN(C)c1ccc(/C=C/C=C/c2sc3ccccc3[n+]2C)cc1,13,13,1,14,-4,0,5,-1,3
Cc1ccc(N2C(=O)CC(=O)NC2=O)cc1Cl,8,-1,0,1,-5,0,-2,4,8
O=[N+]([O-])c1ccc(C[n+]2c(-c3ccccc3)cc(-c3ccccc3)cc2-c2ccccc2)cc1,1,11,1,-11,-13,-9,-9,3,5
Cc1ccc(-n2cc(CNC(C)Cc3cnccn3)c(-c3cccc(C)c3)n2)cc1 (stereo not drawn),18,4,6,-7,-6,-1,4,8,-2
Cc1nnc2ccc(-c3cccc(C(F)(F)F)c3)nn12,-2,-3,0,-15,-4,-1,-2,-2,-6

# Record cards (already shown).
# CNC(=O)Oc1cccc2c1OC(C)(C)O2 across the screens: M5 antag: 0; CHRM4 antagonist: 5; M4 ag: 0; CHRM1 antagonist: 6; M1 ag: 0; M5 ag: 5; CHRM1 PAM: 8; TAAR1 agonist: 1; M5 PAM: 8
# Cc1nnc2ccc(-c3cccc(C(F)(F)F)c3)nn12 across the screens: M5 antag: -2; CHRM4 antagonist: -3; M4 ag: 0; CHRM1 antagonist: -15; M1 ag: -4; M5 ag: -1; CHRM1 PAM: -2; TAAR1 agonist: -2; M5 PAM: -6

# Other records follow.
SMILES,M5 antag,CHRM4 antagonist,M4 ag,CHRM1 antagonist,M1 ag,M5 ag,CHRM1 PAM,TAAR1 agonist,M5 PAM
CCOC(=O)N(CC)c1ccc(C(O)(C(=O)OCC)C(F)(F)F)cc1 (stereo not drawn),-4,-7,1,-22,-4,-7,5,8,2
COC(=O)C1=C(c2ccc(OCc3ccccc3)cc2)C[C@@H]2CC[C@H]1N2C(=O)NCc1ccc(F)cc1,4,-4,0,14,-6,-1,-6,0,-4
COC(=O)C1=C(c2cccc(OC)c2OC)C[C@@H]2CC[C@H]1N2C(=O)NCCCOC(C)C,13,0,1,7,-1,1,5,10,-3
CCOc1ccc(NC(=O)c2c(C)nn(Cc3ccccc3)c2Cl)cc1,-5,7,0,-1,-9,-2,6,54*,2
O=P1(NCCCn2cc[n+](Cc3nc4ccccc4[nH]3)c2)C=C(c2ccccc2)OC(c2ccccc2)=C1,6,2,0,-1,-4,-16,0,-2,2
CCC(NC(=O)OC(C)(C)C)C(=O)Oc1cc(C)cc2oc(=O)c3c(c12)CCC3 (stereo not drawn),6,-2,0,-11,-6,-3,10,7,-4
Cc1ccc(N)cc1Cl,4,-13,1,6,-3,1,5,2,-1
O=c1c2ccccc2nc(Cc2ccccc2)n1-c1ccccc1,-1,-15,1,-15,-5,-4,3,0,0
c1cc(C2N3CCCN2CC3)ccn1 (stereo not drawn),11,6,1,-8,1,1,6,3,6
O=c1[nH]c(CN2CCNCC2)nc2ccccc12,-1,-4,1,-6,-4,-5,3,1,-5
CCC1CCCCN1CC(=O)c1ccc(OC(F)F)cc1 (stereo not drawn),-1,1,1,1,-11,-1,1,3,4
CCN1CCN(C(=O)COc2ccc3c(c2)C(=O)CC2(CCN(C(C)=O)CC2)O3)CC1,1,2,1,3,-3,2,-1,7,0
COc1ccc2c(c1OC)CN1CCc3cc4c(cc3[C@H]1C2)OCO4,1,-4,2,3,-12,-2,0,·,3
c1ccc(OCC2CO2)cc1 (stereo not drawn),-1,-3,1,-11,1,2,3,0,-5
CCC(=NCCCN(CC)CC)c1c(O)n(-c2ccccc2)c(=O)[nH]c1=O,2,-8,0,-1,-6,-3,6,4,3
CCOC(=O)c1c(-n2c(C)cc(C=C3C(=O)NC(=O)NC3=O)c2C)sc2c1CCCC2,12,7,-1,-4,-7,-5,-3,47*,-11
CC(CCN1CC1)=NNC(=O)Nc1cccc2ccccc12,1,-17,0,-11,-3,-1,6,3,9
CCC1CCCCN1P(=O)(c1ccc(C)o1)C(C)(C)C (stereo not drawn),-1,-13,1,-10,-1,-1,7,5,-2
Cc1cc(C(=O)OCC(=O)Nc2ccccc2F)c(C)n1C1CC1,-5,-18,1,-5,-5,-3,4,-1,0
COc1ccc(-c2nn(CCC#N)cc2C(=O)Nc2ccccc2)cc1OC,-1,-7,2,-3,3,6,7,1,-3
CCCCCN1C(=O)c2ccccc2[C@@]2(C(=O)OCC)Cc3cc(Cl)ccc3[C@@H]12,-20,-17,-2,·,·,-2,·,-1,2
CN(C)c1ccc(/C=C/[N+](=O)[O-])cc1,55*,11,10,41*,11,35*,4,40*,-8
N#CC(C#N)=C(C#N)c1ccc(Nc2ccccc2)cc1,10,6,0,-12,-1,2,5,1,-3
C=CCn1c(O)c(C(C)=NCCN2CCN(C(=S)NC)CC2)c(=O)[nH]c1=O,4,3,0,-6,-6,2,4,4,5
CCC(C)NC(=O)c1c(N)n(CC2CCCO2)c2nc3ccccc3nc12 (stereo not drawn),-3,0,1,-9,-2,-7,9,4,0
Cc1ccc(/C=C2\C(=O)NC(=O)N(CC3CCCO3)C2=O)s1 (stereo not drawn),3,-6,1,-19,-2,1,10,4,3
O=C1NC(=O)C(=Cc2cn(CCOc3ccc4c(c3)OCO4)c3ccccc23)C(=O)N1,-6,-15,5,-12,-4,-3,0,·,2
Nc1c(C(=O)NCCCc2ccccc2)c2nc3ccccc3nc2n1Cc1cccs1,3,2,1,3,-3,0,5,37*,0
C[C@@H]1CC[C@@]2(NC1)O[C@H]1C[C@H]3[C@@H]4CC=C5C[C@@H](O)CC[C@]5(C)[C@H]4CC[C@]3(C)[C@H]1[C@@H]2C,12,7,20,2,1,1,4,·,-12
CCOC(C(=O)OCC(O)CN(CC)CC)(c1ccccc1)c1ccccc1 (stereo not drawn),-1,8,1,-2,-6,-13,2,1,-10

# Random excerpt: two records from the list, in no set order.
SMILES,M5 antag,CHRM4 antagonist,M4 ag,CHRM1 antagonist,M1 ag,M5 ag,CHRM1 PAM,TAAR1 agonist,M5 PAM
CCC(C)NC(=O)c1c(N)n(CC2CCCO2)c2nc3ccccc3nc12 (stereo not drawn),-3,0,1,-9,-2,-7,9,4,0
c1ccc(-c2ccc3c(c2)CNCc2cnnn2-3)cc1,-1,-1,2,-2,-11,1,1,0,0

# Next results:
SMILES,M5 antag,CHRM4 antagonist,M4 ag,CHRM1 antagonist,M1 ag,M5 ag,CHRM1 PAM,TAAR1 agonist,M5 PAM
Cc1ccc(S(=O)(=O)Cc2ccc(C(=O)N3CCC4(CC3)OCCO4)o2)cc1,3,-2,3,3,-4,-1,-4,5,-2
OC12ONC(c3ccccn3)C1N1CCC2CC1 (stereo not drawn),9,5,1,9,-12,-5,-3,3,-4
CCCC1COC(Cn2cncn2)(c2ccc(Cl)cc2Cl)O1 (stereo not drawn),8,8,1,4,-2,-10,2,13,-4
COC(=O)C1=C(c2cccc(OC)c2OC)C[C@@H]2CC[C@H]1N2C(=O)NCc1cccc2ccccc12,11,15,0,17,-11,-10,-11,1,-3
c1cc(CNCCc2ccc3c(c2)OCO3)ccn1,5,6,0,3,-5,2,1,24,-7
C[C@@H]1CN([C@H](C)CO)C(=O)CCCn2nncc2CO[C@H]1CN(C)C(=O)Oc1ccc2ccccc2c1,20,-7,0,-6,-8,0,2,0,-8
COc1ccc(C(=O)OC2CC[C@@]3(C)C4CCC5[C@]6(O)CC(O)[C@@]7(O)C(CN8CC(C)CCC8[C@@]7(C)O)[C@]6(O)C[C@@]53O[C@]24O)cc1OC (stereo partly drawn),-2,-3,0,-3,-11,1,2,7,-1
CCN1C(=O)C(=Cc2ccc(N3CCOCC3)o2)C(=O)N(CC)C1=S,6,2,4,16,8,13,-6,40*,-1
CN1C2c3ccccc3C3C4c5ccccc5C(C31)C(C2[N+](=O)[O-])N4C (stereo not drawn),6,-8,-1,-5,-4,-5,4,-3,0
CCC1(C)CN(S(=O)(=O)OCC(Cl)(Cl)Cl)C(=O)N1 (stereo not drawn),10,-1,2,-3,-8,-5,5,4,4
Cn1c(=O)oc(=O)c2ccccc21,3,-3,-1,13,2,0,-3,3,10
Cc1cc(NC(=O)COC(=O)c2c(C)nn(Cc3ccccc3Cl)c2Cl)no1,12,-10,6,2,-4,-3,-3,3,-8
COc1cccc(-c2nn(Cc3ccccc3)cc2C(=O)O)c1,5,-2,1,-1,-2,-1,1,2,2
COc1ccccc1-n1c(-c2ccccc2F)nc2ccccc2c1=O,-1,-20,3,-11,-4,-1,0,5,-3
Cc1cccc(N2C(=O)NC(=O)/C(=C\c3ccc(N4CCOCC4)cc3)C2=O)c1,-3,0,0,4,-4,3,1,1,4
CCC(=NCCc1ccccc1)c1c(O)n(C)c(=O)n(C)c1=O,1,-7,19,12,3,8,-8,62*,-8
COc1cc(C2c3cc4c(cc3CC3COC(=O)C32)OCO4)cc(OC)c1OC (stereo not drawn),1,-9,1,-15,3,-1,12,0,6
Cc1nc2ccc(N3CCN(C)CC3)cc2nc1C,7,1,3,-14,-1,0,13,10,2
O=C(O)c1ccccc1NC(=O)N1C[C@H]2C[C@@H](C1)c1cccc(=O)n1C2,4,-11,1,-5,-3,4,4,0,-5
COc1ccccc1CN1CCN(Cc2ccc(Cl)cc2)CC1,0,-5,2,-3,-11,-10,8,0,6
O=C(COc1ccc(Br)cc1)N1CCN(Cc2ccncc2)CC1,-9,3,1,-1,-3,-1,7,1,-4
N#CC12c3ccccc3C(=O)N1Cc1cnnn1-c1ccccc12 (stereo not drawn),-3,-18,1,3,-9,-2,2,1,-3
N#Cc1ccc(NC(=O)CN2CCCC2)cc1Cl,11,-1,3,-1,-5,2,1,6,1
CCOc1ccc(-n2c(O)c(C=Nc3ccc(N4CCOCC4)cc3)c(=O)[nH]c2=O)cc1,3,0,0,0,-3,-1,1,-4,-4
COc1ccc(C(=O)O/N=C(/C(N)=O)P(=O)(OC(C)C)OC(C)C)cc1,9,14,1,-5,-3,0,9,0,1
COc1ccc2cc(C(=O)C3CCCN(C4CCOCC4)C3)ccc2c1 (stereo not drawn),16,-1,6,4,-7,-5,-8,1,1
CN1CCc2nc3ccc(F)cc3c(C(N)=O)c2C1,10,9,0,-31,1,0,0,7,4
O=C(O)C1(c2ccc(Cl)cc2)CCC1,-1,6,0,-14,-1,0,13,0,6
O=P(NC(c1ccccc1)c1ccccc1)(Oc1ccccc1)Oc1ccccc1,10,23,4,12,-4,0,-3,5,-7
COc1ccc(CC(=O)N2CCN(C)CC2)cc1OC,-9,-7,2,-20,1,-3,13,16,3
C[C@]12CCC3C(C(=O)C[C@H]4C[C@@H](O)CC[C@]34C)C1CCC2=O (stereo partly drawn),-4,-5,2,-26,-2,0,10,8,5

# Screening data from PubChem.
